Growth percent in the NCI-60 one-dose screen (48 h, 10 µM unless noted): 100 = growth as untreated, 0 = no growth, -100 = all killed.
A549/ATCC: A549/ATCC NSCLC. AID 1794740. actives 3.7% (n = 81,000)
SK-MEL-28: SK-MEL-28 melanoma; AID 1794761; actives 4.1% (n = 81,000)
HOP-92: HOP-92 NSCLC cells; actives 6.3% (n = 71,000)
M14: M14 melanoma | actives 6.2% (n = 80,000) | AID 1794745
EKVX: EKVX NSCLC | actives 3% (n = 71,000)
SK-MEL-2: SK-MEL-2 melanoma; actives 4.7% (n = 77,000)
SK-MEL-5: SK-MEL-5 melanoma; actives 6.4% (n = 80,000)
HOP-62: HOP-62 NSCLC; actives 3.9% (n = 80,000); AID 1794735
Active calls of the source: *; & = joins results of further samples; [ ] = another dose, or the depositor's remark. The calls were made as follows: active = growth percent below 10; inactive = the rest.

CCOC(=O)c1c(C)nc2ccccc2c1/C=C/c1ccc(OC)cc1 was read as A549/ATCC 58, SK-MEL-28 96, HOP-92 45, M14 71, EKVX 55, SK-MEL-2 64, SK-MEL-5 2.6* and HOP-62 72.
Screening CCCCCCCCCCCCOCCCNC(=S)NCCCOCCCCCCCCCCCC returned A549/ATCC 101, SK-MEL-28 117, HOP-92 97, M14 109, EKVX 110, SK-MEL-2 119, SK-MEL-5 103 and HOP-62 98.
Screening O=S(=O)(NCCNc1nccc(-c2c(-c3ccc(O)cc3)nc3sccn23)n1)c1cccc2ccccc12 returned A549/ATCC 98, SK-MEL-28 111, HOP-92 95, M14 105, SK-MEL-2 124, SK-MEL-5 102 and HOP-62 106.
`CCCCCCNC(=O)Oc1ccc(/C(=C(/C)Cc2ccc(OC)cc2)c2ccc(OCCN(CC)CC)cc2)cc1` gave A549/ATCC 88, SK-MEL-28 101, HOP-92 85, M14 102, EKVX 92, SK-MEL-2 104, SK-MEL-5 93 and HOP-62 90.
`COC1(OC)C2(Cl)C(Cl)=C(Cl)C1(Cl)C1COCC12` (stereo unspecified) gave A549/ATCC 64, SK-MEL-28 105, HOP-92 105, M14 100, EKVX 104, SK-MEL-2 90, SK-MEL-5 102 and HOP-62 96.
CC(=O)Nc1ccc(C2CN(C)C3(C(=O)c4ccccc4C3=O)C2C(=O)c2ccccc2)cc1 (stereo unspecified) was read as A549/ATCC 101, SK-MEL-28 117, HOP-92 95, M14 98, EKVX 89, SK-MEL-2 98, SK-MEL-5 97 and HOP-62 88.
`Nc1ccc(C(=O)Nc2cccc(N)c2)cc1` gave A549/ATCC 111, SK-MEL-28 75, M14 102, EKVX 101, SK-MEL-5 115 and HOP-62 94.
Screening O=S(=O)(O)c1ccc2cc(S(=O)(=O)O)ccc2c1 returned A549/ATCC 88, SK-MEL-28 116, HOP-92 92, M14 104, EKVX 103, SK-MEL-2 88, SK-MEL-5 103 and HOP-62 98.
`CN(C)c1ccc(-c2c(C#N)c(N)nn2-c2ncc(C#N)c(N)n2)cc1` gave A549/ATCC 92, SK-MEL-28 109, HOP-92 103, M14 78, EKVX 91, SK-MEL-2 99, SK-MEL-5 94 and HOP-62 104.
`CCC[S@@](=O)c1ccc2nc(NC(=O)OC)[nH]c2c1` gave A549/ATCC 66, SK-MEL-28 89, HOP-92 84, M14 73, EKVX 90, SK-MEL-2 95, SK-MEL-5 83 and HOP-62 66.
For CC(C)=C1N=C(c2ccccc2)OC1=O the results were A549/ATCC 105, SK-MEL-28 115, HOP-92 95, M14 98, EKVX 102, SK-MEL-2 108, SK-MEL-5 99 and HOP-62 102.
For COc1ccc(C(=O)Nc2cccc(-c3cc(=O)c4ccccc4o3)c2)c(OC)c1 the results were A549/ATCC 79, SK-MEL-28 103, HOP-92 99, EKVX 88, SK-MEL-2 101 and HOP-62 71.
`C/C=C/C(=O)OCCc1ccccc1` gave A549/ATCC 105, SK-MEL-28 121, HOP-92 93, M14 111, EKVX 118, SK-MEL-2 111, SK-MEL-5 105 and HOP-62 107.
For CCCn1c(O)c(N=NC(=O)c2oc3ccccc3c2C)c2ccccc21 the results were A549/ATCC 106, SK-MEL-28 108, HOP-92 94, M14 96, EKVX 68, SK-MEL-2 103 and HOP-62 82.
OCCn1nnc2ccccc21 was read as A549/ATCC 97, SK-MEL-28 108, HOP-92 98, M14 103, EKVX 100, SK-MEL-2 107, SK-MEL-5 100 and HOP-62 101.
`Cc1ccc(C)c2c1SC1=NNC(Oc3ccc(Cl)cc3)=C(C#N)C(=N)N12` gave A549/ATCC 108, SK-MEL-28 107, M14 107, EKVX 100, SK-MEL-2 132, SK-MEL-5 93 and HOP-62 103.
Screening CC(Cc1ccccc1)NNC(=O)CC#N (stereo unspecified) returned A549/ATCC 81, SK-MEL-28 110, HOP-92 92, M14 92, EKVX 99, SK-MEL-2 97, SK-MEL-5 101 and HOP-62 95.
`CN1CCN(Cc2c[nH]c3ncnc(N4CCCCC4)c23)CC1` gave A549/ATCC 100, SK-MEL-28 113, M14 112, EKVX 99, SK-MEL-2 112, SK-MEL-5 101 and HOP-62 105.
`CCOC(=O)C(CC)c1ccccc1` (stereo unspecified) gave A549/ATCC 117, SK-MEL-28 112, HOP-92 80, M14 101, EKVX 109, SK-MEL-2 135, SK-MEL-5 103 and HOP-62 93.
`Cc1ccc2c(n1)C(=O)C(Br)=C(c1cccc(Cl)c1)C2=O` gave A549/ATCC 97, SK-MEL-28 84, HOP-92 100, M14 71, EKVX 80, SK-MEL-2 91, SK-MEL-5 77 and HOP-62 80.
`COc1ccc2c3c([nH]c2c1)[C@H]1C[C@H]2[C@H](C[C@@H](O)[C@H](OC)[C@H]2CO)CN1CC3` gave A549/ATCC 106, SK-MEL-28 127, HOP-92 103, M14 99, EKVX 115, SK-MEL-5 99 and HOP-62 87.
For Cc1ccnc(NS(=O)(=O)c2ccc(NC(=O)CSc3nc4ccccc4c(=O)n3-c3ccccc3)cc2)n1 the results were A549/ATCC 103, SK-MEL-28 114, HOP-92 90, M14 98, EKVX 96, SK-MEL-2 107, SK-MEL-5 98 and HOP-62 95.
`O=C(/C=C\c1ccco1)CCN1CCCCC1` gave A549/ATCC 105, SK-MEL-28 113, HOP-92 94, M14 113, EKVX 117, SK-MEL-2 126, SK-MEL-5 105 and HOP-62 111.
O=c1[nH]c(=O)c2[nH]c(-c3cc4ccccc4[nH]c3=O)nc2[nH]1 was read as A549/ATCC 108, SK-MEL-28 114, HOP-92 82, M14 102, EKVX 105, SK-MEL-2 138, SK-MEL-5 102 and HOP-62 94.

Entries from the list above that contain a cyano group, in the order listed:
`CN(C)c1ccc(-c2c(C#N)c(N)nn2-c2ncc(C#N)c(N)n2)cc1` gave A549/ATCC 92, SK-MEL-28 109, HOP-92 103, M14 78, EKVX 91, SK-MEL-2 99, SK-MEL-5 94 and HOP-62 104.
`Cc1ccc(C)c2c1SC1=NNC(Oc3ccc(Cl)cc3)=C(C#N)C(=N)N12` gave A549/ATCC 108, SK-MEL-28 107, M14 107, EKVX 100, SK-MEL-2 132, SK-MEL-5 93 and HOP-62 103.
Screening CC(Cc1ccccc1)NNC(=O)CC#N (stereo unspecified) returned A549/ATCC 81, SK-MEL-28 110, HOP-92 92, M14 92, EKVX 99, SK-MEL-2 97, SK-MEL-5 101 and HOP-62 95.

Other structures:
For OCCCN1CCCCC1CO (stereo unspecified) the results were A549/ATCC 104, SK-MEL-28 103, HOP-92 120, M14 114, EKVX 87, SK-MEL-2 101, SK-MEL-5 96 and HOP-62 107.
`C/C(Cc1ccc(Cl)cc1)=C(/c1ccc(Cl)cc1)c1ccc(OCCCN(C)C)cc1` gave A549/ATCC 104, SK-MEL-28 93, HOP-92 79, M14 102, EKVX 96, SK-MEL-2 111, SK-MEL-5 100 and HOP-62 104.
`O=[N+]([O-])c1ccc(N/N=C\c2ccc(O)cc2O)nc1` gave A549/ATCC 26, SK-MEL-28 64, M14 8.7*, EKVX 29, SK-MEL-2 29, SK-MEL-5 14 and HOP-62 34.
S=C1CCC2C(=S)N3C(=S)CCC3C(=S)N12 (stereo unspecified) was read as A549/ATCC 104, SK-MEL-28 115, HOP-92 114, M14 102, EKVX 104, SK-MEL-2 98 and HOP-62 105.
`CCOC(=O)CSC1=NCCN1` gave A549/ATCC 90, SK-MEL-28 111, HOP-92 102, M14 100, EKVX 107, SK-MEL-2 107, SK-MEL-5 99 and HOP-62 98.
`COC(=O)/C=C1/CCCCC1(C)C(=O)OC` (stereo unspecified) gave A549/ATCC 101, SK-MEL-28 100, M14 101, SK-MEL-2 108, SK-MEL-5 112 and HOP-62 105.
`COc1ccc(-c2ccc(NC(=O)Nc3cccc(C(F)(F)F)c3)c(C)n2)cc1` gave A549/ATCC 42, SK-MEL-28 69, HOP-92 69, M14 37, EKVX 41, SK-MEL-2 76, SK-MEL-5 42 and HOP-62 68.
Screening O=S(=O)(Nc1nnc(-c2ccccc2)s1)c1ccccc1 returned A549/ATCC 100, SK-MEL-28 107, M14 116 and SK-MEL-5 100.
Cc1cccc(N2CCN(CC(O)COc3ccc4ccccc4c3)CC2)c1 (stereo unspecified) was read as A549/ATCC 103&102, SK-MEL-28 109&103, HOP-92 98&85, M14 100&103, EKVX 97&96, SK-MEL-2 102&102, SK-MEL-5 102&103 and HOP-62 102&104.
Screening N#Cc1c(NC(=O)Nc2ccc(F)cc2F)sc(=S)c2c1CCCC2 returned A549/ATCC 69, SK-MEL-28 75, HOP-92 49, M14 81, SK-MEL-5 65 and HOP-62 101.
`Nc1c2c([nH]c(=O)c1N)CCC2` gave A549/ATCC 71, SK-MEL-28 110, HOP-92 125, M14 100, EKVX 100, SK-MEL-2 98, SK-MEL-5 99 and HOP-62 92.
Screening CCOC(=N)c1ccccc1 returned A549/ATCC 105, SK-MEL-28 101, HOP-92 93, M14 95, SK-MEL-2 140, SK-MEL-5 98 and HOP-62 106.
CCN(CC)c1ccc(/C=N/NC(=O)c2ccc(S(N)(=O)=O)cc2)c(O)c1 was read as A549/ATCC 16, SK-MEL-28 21, HOP-92 53, M14 1.1*, EKVX 16, SK-MEL-2 47, SK-MEL-5 -7.5* and HOP-62 12.
Screening COc1ccc(-c2[nH]c(=S)n(C(CC3(C)NCC(=O)N3n3c(-c4ccccc4)cc(C)nc3=S)c3ccc(OC)cc3)c(=O)c2Br)cc1 (stereo unspecified) returned A549/ATCC 72, SK-MEL-28 84, HOP-92 38, M14 71, EKVX 60, SK-MEL-2 74, SK-MEL-5 79 and HOP-62 67.
For Oc1[nH]c2ccc(Cl)cc2c1/C=c1/ccc2c(c1)N=C(c1ccc(F)cc1)N=2 the results were A549/ATCC 71, SK-MEL-28 54, HOP-92 34, M14 30, EKVX 40, SK-MEL-2 92, SK-MEL-5 59 and HOP-62 75.
For CC1(C)OC(=O)C(=Cc2ccccc2Cl)C(=O)O1 the results were A549/ATCC 113, SK-MEL-28 111, M14 97, SK-MEL-2 106, SK-MEL-5 98 and HOP-62 107.
Screening O=C(Nc1ccc(F)cc1)ON=C1CCCCC1 returned A549/ATCC 94[100 µM], SK-MEL-28 108[100 µM], HOP-92 108[100 µM], M14 111[100 µM], EKVX 111[100 µM], SK-MEL-2 102[100 µM], SK-MEL-5 100[100 µM] and HOP-62 112[100 µM].
`Cn1c(S(C)(=O)=O)nc(-c2ccccc2)c(C#N)c1=O` gave A549/ATCC 116, SK-MEL-28 105, HOP-92 97, M14 102, EKVX 103, SK-MEL-2 104, SK-MEL-5 102 and HOP-62 108.
C#C[C@@]1(O)[C@@H](CO)O[C@@H](n2cc(C(F)(F)F)c3c(N)ncnc32)[C@@H]1O was read as A549/ATCC -5.0*, SK-MEL-28 28, HOP-92 -14*, M14 9.3*, EKVX 5.1*, SK-MEL-2 -53*, SK-MEL-5 -66* and HOP-62 7.0*.
Screening COCCOCCCl returned A549/ATCC 106, SK-MEL-28 114, HOP-92 95, M14 101, EKVX 112, SK-MEL-2 109 and SK-MEL-5 92.
`Cc1c(/C=C2\Oc3ccccc3C2=O)c(=O)n(-c2ccccc2)n1C` gave A549/ATCC 92, SK-MEL-28 106, HOP-92 87, M14 107, EKVX 109, SK-MEL-2 96, SK-MEL-5 106 and HOP-62 86.
Screening CCOc1ccc(NC(C)=O)cc1 returned A549/ATCC 100&100, SK-MEL-28 98&118, HOP-92 94&103, M14 98&108, EKVX 96&98, SK-MEL-2 99&116, SK-MEL-5 99&96 and HOP-62 92&115.
Screening COc1ccc(S(=O)(=O)Nc2c(/C=C\c3cc(OC)c(OC)c(OC)c3)ccc(OC)c2O)cc1 returned A549/ATCC 16, SK-MEL-28 58, M14 2.6*, SK-MEL-2 3.8*, SK-MEL-5 -17* and HOP-62 49.
CCN1CCN(Cc2ccc(NC(=O)c3nc4ccc5[nH]ncc5c4c4c3CCCC4)cc2C(F)(F)F)CC1 was read as A549/ATCC 6.1*, HOP-92 45, M14 -75*, EKVX 74, SK-MEL-2 92, SK-MEL-5 -75* and HOP-62 -30*.

3 entries already listed, ordered by count of non-hydrogen atoms, largest number first:
`Cc1c(/C=C2\Oc3ccccc3C2=O)c(=O)n(-c2ccccc2)n1C` gave A549/ATCC 92, SK-MEL-28 106, HOP-92 87, M14 107, EKVX 109, SK-MEL-2 96, SK-MEL-5 106 and HOP-62 86.
Screening O=C(Nc1ccc(F)cc1)ON=C1CCCCC1 returned A549/ATCC 94[100 µM], SK-MEL-28 108[100 µM], HOP-92 108[100 µM], M14 111[100 µM], EKVX 111[100 µM], SK-MEL-2 102[100 µM], SK-MEL-5 100[100 µM] and HOP-62 112[100 µM].
Screening COCCOCCCl returned A549/ATCC 106, SK-MEL-28 114, HOP-92 95, M14 101, EKVX 112, SK-MEL-2 109 and SK-MEL-5 92.

Remaining list, next part:
O=C1c2ccccc2C(=O)N1CN1CCN(c2cc(=O)n(-c3ccccc3)c3ccccc23)CC1 was read as A549/ATCC 106, SK-MEL-28 108, HOP-92 88, M14 103, EKVX 94, SK-MEL-2 100, SK-MEL-5 100 and HOP-62 100.
CC(=O)N1C(=O)c2cccc3cccc1c23 was read as A549/ATCC 105, SK-MEL-28 107, HOP-92 100, M14 102, EKVX 90, SK-MEL-2 109, SK-MEL-5 118 and HOP-62 101.
Screening CCN1CCC(CCOC)(CN2c3ccccc3Sc3ccc(Cl)cc32)C1 (stereo unspecified) returned A549/ATCC 61, SK-MEL-28 58, M14 -66*, EKVX 57, SK-MEL-2 89, SK-MEL-5 -49* and HOP-62 58.
`N#Cc1cc(Cl)c2c(c1)CN(c1ncc(Cc3cccc(N4CCOCC4)c3)s1)CC2` gave A549/ATCC 73, SK-MEL-28 78, HOP-92 33, M14 37, EKVX 74, SK-MEL-2 54, SK-MEL-5 45 and HOP-62 68.

Screening data from PubChem BioAssay.
